JMJD2A Tudor inh – inhibitors of human JMJD2A Tudor domain; 390,000 compounds, 4.4% hits; AlphaScreen JMJD2A-Tudor / H3K4me3 peptide binding; Potency, µM (top dose mostly 114 µM), for the others: at the top dose activity change, negative = inhibition, usual class: inhibitors; also: potency is read from the fitted curve at half-maximal effect; % is scaled to controls: 0 for no effect and ±100 for the full control effect; nearly all actives have a fitted effect of over 50% in size
GLS inh – inhibitors of human glutaminase (GLS) | O94925 | GLS enzymatic activity, qHTS titration | Potency, µM (doses to about 45.5 µM), for inactives: top-dose activity change, negative = inhibition, actives largely listed as inhibitors | 410,000 compounds, 0.21% hits | AID 624170; also: potency is read from the fitted curve at half-maximal effect; % is scaled to controls: 0 for no effect and ±100 for the full control effect
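hKGA; 45 mM KH2PO4 pH 8.2 + 0.02% Tween-20; cpd via pin tool; 1 mM Gln soln; GluOx/HRP/Amplex Red; RT 30 min; fluor. t0 & final.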
12-LOX inh – blocks human arachidonate 12S-lipoxygenase; P18054; purified 12hLO, xylenol orange hydroperoxide absorbance; 580,000 compounds, 1.1% hits; AID 1671190; Potency, µM (highest dose often 108 µM), for inactives: at the highest dose activity change, negative = inhibition, usual class: inhibitors; also: potency is read from the fitted curve at half-maximal effect; % is scaled to controls: 0 for no effect and ±100 for the full control effect
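Purified human 12hLO (150 nM final) in 25 mM Hepes, 0.01% Triton X-100, pH 7.0 was preincubated 15 min at room temperature with compound. Then 40 uM arachidonic acid was added, 30 min. Hydroperoxide was read by Fe-XO absorbance ratio 573/405 nm.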
ERG Ets-DNA blk – ERG Ets/DNA interaction inhibition | fluorescence polarization, His-ERG Ets domain / labelled DNA | Potency, µM (titrated, usually from 76.9 µM), for inactives: top-dose FP activity, negative = inhibition, most hits filed as inhibitors | 370,000 compounds, 0.028% hits | AID 624246; active = well fitted inhibition curve with a large enough effect in the polarisation, with a control signal flat; inconclusive = small, poorly fitted or top-dose-only effect, or effect the other way, or a change in a side signal; inactive = no such curve, though single readings can be large or run the other way; the % refers to the polarisation;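 also: polarization taken with two DNA probes labelled with fluorescein and Texas red; potency is read from the fitted curve at half-maximal effect; % of control where 0% means no effect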
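His-tagged ERG Ets domain (1 uM in the protein solution; 300mM KCl, 50mM Tris-HCl, 1mM EDTA, 1mM DTT, pH 7.5) received compound, then a probe mix of 5 nM fluorescein-DNA and 100nM Texas-615-DNA. Fluorescence polarization was read for both dyes.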
RGS4 inhibitor – human RGS4 inhibition. P49798. Transcreener GDP fluorescence polarization, RGS4-accelerated GTP hydrolysis. Potency, µM (series often up to 114 µM), for inactives: at the top dose activity change, negative = inhibition, hits mostly inhibitors. 390,000 compounds, 0.039% hits; also: potency is read from the fitted curve at half-maximal effect; % is scaled to controls: 0 for no effect and ±100 for the full control effect; nearly all actives have a fitted effect of over 75% in size; some results filed as inactive show a strong effect at the top dose
Target sequence (P49798 whole entry, looked up): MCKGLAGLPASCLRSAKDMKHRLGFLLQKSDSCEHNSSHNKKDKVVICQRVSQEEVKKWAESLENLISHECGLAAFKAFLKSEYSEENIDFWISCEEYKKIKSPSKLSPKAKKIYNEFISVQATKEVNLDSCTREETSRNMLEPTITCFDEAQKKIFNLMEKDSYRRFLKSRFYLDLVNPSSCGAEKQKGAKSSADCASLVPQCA
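MLSMR compounds (23 nl, pin-transferred) preincubated 10 min at room temperature with a 500nM (2x) first reagent, then RGS4 at 900nM (2x) plus Transcreener GDP mix added; fluorescence polarization (620/688 nm) read before and after 90 min at 30 °C.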
BAZ2B block – inhibitors of human BAZ2B bromodomain | AlphaScreen BAZ2B-H3K14Ac peptide displacement | Potency, µM (series often up to 114 µM), for the others: top-dose activity change, negative = inhibition, actives largely listed as inhibitors | 360,000 compounds, 4.4% hits; also: potency is read from the fitted curve at half-maximal effect; % is scaled to controls: 0 for no effect and ±100 for the full control effect; nearly all actives have a fitted effect of over 60% in size
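AlphaScreen displacement of biotin-H3(5-23)K14Ac peptide (50 nM final) from BAZ2B (50 nM final) in PBS pH 7.4, 0.01% Tween-20; complex preformed 30 min RT, then compounds (top 110 uM) 30 min RT, beads 20 min dark.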
G9a block – blocks human histone lysine methyltransferase G9a; Q96KQ7; G9a H3K9 monomethylation, AlphaScreen, 2 h; Potency, µM (top dose mostly 102 µM), for the others: top-dose activity, negative = inhibition, most hits filed as inhibitors; 350,000 compounds, 8.8% hits; also: potency is read from the fitted curve at half-maximal effect; % is scaled to controls: 0 for no effect and ±100 for the full control effect; nearly all actives have a fitted effect of over 75% in size
Target sequence (Q96KQ7 913-1193 limits assumed): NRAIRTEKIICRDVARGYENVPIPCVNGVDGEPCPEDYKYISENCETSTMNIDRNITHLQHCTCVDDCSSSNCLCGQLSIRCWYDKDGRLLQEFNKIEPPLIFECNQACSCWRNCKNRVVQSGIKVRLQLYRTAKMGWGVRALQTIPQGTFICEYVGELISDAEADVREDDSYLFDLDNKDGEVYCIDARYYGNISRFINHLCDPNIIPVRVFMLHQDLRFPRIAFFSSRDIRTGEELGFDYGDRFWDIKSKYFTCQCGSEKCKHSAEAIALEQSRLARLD
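Using a bead-based AlphaScreen, monomethylated H3K9 product from 2 h room-temperature reactions (G9a 20 nM, peptide 500 nM, SAM 20 uM) was detected with 0.5 ug/mL rabbit anti-H3K9me1 antibody.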
HP1b binding inh – HP1-beta chromodomain-methylated histone interaction inhibition | 390,000 compounds, 0.56% hits | AID 540317 | AlphaScreen HP1-beta / biotin-H3K9me3 peptide binding | Potency, µM (titrated, usually from 114 µM), without a hit: at the highest dose activity change, negative = inhibition, actives largely listed as inhibitors | P83916; also: potency is read from the fitted curve at half-maximal effect; nearly all actives have a fitted effect of over 70% in size; inactives centre near 23
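HP1-beta protein (50 nM final) preincubated 30 min at room temperature with biotinylated H3(1-18)K9me3 peptide (50 nM) in PBS pH 7.4, 0.01% Tween-20, then compound added for 30 min. AlphaScreen streptavidin donor/nickel chelate acceptor beads (10 ug/mL final), 30 min dark, luminescence read.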
PI4K2A inh – PI4K2A (human) kinase inhibition; Q9BTU6; purified PI4K2A, ADP-Glo luminescence, 1 h; hits give low values; activity change, negative = inhibition, % at 76.9 µM; 420,000 compounds, 0.13% hits; AID 1346378; in the data active = activity change below about -50%; inconclusive = mostly about -30% to -49%;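 also: -100% = wells without enzyme as full effect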
Target sequence (Q9BTU6 whole entry, looked up): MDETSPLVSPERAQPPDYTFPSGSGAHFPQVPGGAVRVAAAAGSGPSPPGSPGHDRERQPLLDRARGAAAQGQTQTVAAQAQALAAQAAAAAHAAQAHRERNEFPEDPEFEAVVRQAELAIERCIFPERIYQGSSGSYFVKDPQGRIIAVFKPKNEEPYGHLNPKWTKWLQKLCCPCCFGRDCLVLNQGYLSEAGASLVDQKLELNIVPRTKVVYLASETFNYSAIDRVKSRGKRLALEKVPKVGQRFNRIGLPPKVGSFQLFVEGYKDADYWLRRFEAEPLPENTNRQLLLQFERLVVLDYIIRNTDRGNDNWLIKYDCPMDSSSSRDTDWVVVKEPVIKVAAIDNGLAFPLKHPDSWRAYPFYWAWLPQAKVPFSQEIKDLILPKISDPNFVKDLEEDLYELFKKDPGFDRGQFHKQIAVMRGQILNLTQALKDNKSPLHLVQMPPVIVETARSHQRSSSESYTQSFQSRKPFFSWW
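ADP-Glo luminescence measured ADP generated by PI4K2A enzyme (4 ug/mL before mixing) with 1.2 mM PI substrate (pre-mix) and 300 microM ATP (pre-mix). Tris pH7.5 buffer with MgCl2, Triton X-100; 1 h reaction at ambient temperature.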
The depositor's hits bear a star; i = inactive; ? = inconclusive; nt = no result given; & = joins results of further samples; [ ] = remark or other dose. Unless noted, calls follow the shape of the dose curve; as a rule, active = well fitted curve in the direction sought with a large enough effect; inconclusive = small, poorly fitted or top-dose-only effect, or another doubt; inactive = no such curve, though single readings can be large; an effect the other way counts as inactive or inconclusive. Some of the compounds tested; count on the stated rates, not on these rows.

SMILES	JMJD2A Tudor inh	GLS inh	12-LOX inh	ERG Ets-DNA blk	RGS4 inhibitor	BAZ2B block	G9a block	HP1b binding inh	PI4K2A inh
Cc1[nH]c2ccccc2c1C=NNC(=O)c1cc(-c2cccnc2)nc2ccccc12	-11%	27%	4%	-2%	20%	nt	nt	29%	1
Nc1ccc(C(=O)N/N=C\c2cc(N=Nc3cccc4ccccc34)ccc2O)cc1	?	1%	-18%	-8%	-28%	45µM*	-7%[0.501 µM]	?	1
COc1ccc(NC(=O)NNC(=O)c2ccc3ccccc3c2O)c(OC)c1	-16%	31%[activator]	i	0%	-12%	-13%	14%	38%	-16
Cc1cc(C)n(CC(C)NCc2cn[nH]c2-c2ccc(C)c(C)c2)n1 (stereo not drawn)	-15%	-27%	0%	-6%	-3%	-16%	nt	21%	-2
C=CCSC1=C(C#N)C2(CCCCC2)C(C#N)C(=O)N1 (stereo not drawn)	-17%	33%[activator]	-31%	2%	32%	-8%	?	39%[activator]	2
CCC(C)(C)n1nnnc1C(c1ccccc1F)N1CCN(C(=O)c2ccco2)CC1 (stereo not drawn)	-1%	2%	-15%	-3%	14%	-1%	?	21%	-5
Cc1cc(Cl)ccc1OCCn1cncn1	-2%	-3%	-7%	5%	-1%	-1%	3%	40%[activator]	0
Cc1oc2c(c(C)cc3oc(=O)c(CC(=O)NCc4ccc(F)cc4)c(C)c32)c1C	-14%	-7%	-17%	-6%	1%	-11%	3%[59 µM]	8%	3
NC(=O)c1ccc(NCCc2ccccc2)c([N+](=O)[O-])c1	-31%	-1%	-18%	8%	-8%	?	-36%	9%	-10
Cc1ccc(CN2CCc3c(OCc4ccc(F)cc4)cccc3C2=O)cc1	13%	3%	-16%	18%	-14%	22%	10%	54%[activator]	3
O=C(NNS(=O)(=O)c1ccccc1[N+](=O)[O-])c1ccccc1[N+](=O)[O-]	-9%	18%	5%	-6%	19%	-31%	-10%	17%	-3
O=C(O)c1ccc(NS(=O)(=O)c2ccc(NC(=O)c3ccccc3Cl)cc2)cc1	2%	0%	-6%	3%	12%	?	-7%	13%	-2
Cc1cc(C(=O)COc2ccc([N+](=O)[O-])cc2)c(C)n1C1CC1	-11%	0%	-19%	-6%	-16%	-15%	-20%	23%	3
Cc1ccc(NS(=O)(=O)c2ccc(C(=O)OCC(=O)N3CCCCC3)cc2)cc1	-9%	-1%	482%[activator]	13%	9%	-6%	7%[0.501 µM]	32%	5
CC1CN(c2ccc([N+](=O)[O-])cn2)CC(C)O1 (stereo not drawn)	-15%	7%	0%	3%	4%	2%	-1%	5%	0
CCCCn1c(SCC(=O)OCC)nc2c1c(=O)[nH]c(=O)n2C	-18%	-6%	18%	7%	-21%	8%	10µM*	-10%	-1
CCC(C)c1ccccc1N1CC(C(=O)N(C)CC(=O)Nc2cccc(F)c2)CC1=O (stereo not drawn)	4%	-3%	1%	-4%	-12%	-15%	1%[0.501 µM]	32%	2
Cc1ccc(-c2ccc(CCC(=O)O)n2NC(N)=S)cc1	?	21%	-34%	1%	-11%	-11%	?	19%	-5
O=C(CN1CCOCC1)Nc1ccc(Br)cc1	2%	-7%	1%	-14%	-9%	-2%	16%	41%	2
NC(=O)C1CCN(C(=O)COCc2cc(-c3ccc4c(c3)OCO4)on2)CC1	-16%	-15%	-13%	-7%	9%[56.9 µM]	-22%	14%	36%[activator]	-6
CCNC(=O)NC(=O)C(C)OC(=O)c1oc2ccccc2c1CSC1CCCCC1 (stereo not drawn)	-11%	0%	1%	2%	20%	-36%	-43%[59 µM]	38%	-2
Cc1cc(C)c2cc(C(=O)Nc3ccc(C)c(F)c3)[nH]c2c1	-17%	1%	-3%	4%	14%	-8%	45µM*	45%[activator]	1
O=C(Nc1ccc(N2CCCCC2)c(Cl)c1)c1ccc(N2CCOCC2)c([N+](=O)[O-])c1	?	-15%	7%	nt	2%	6%	-11%[0.501 µM]	-31%	2
NC(=O)c1ccccc1NC(=O)CCN1C(=O)c2ccccc2C1=O	-3%	?	-32%	nt	0%	-3%	nt	4%	12
CCN(CC)CCNC(=O)C(=O)NCC1OCCN1S(=O)(=O)c1cccs1 (stereo not drawn)	-12%	4%	472%[activator]	0%	-10%	nt	nt	24%	-1
Cc1ccc(NC(=O)Cn2c(=O)nc(-c3ccccc3)c3ccccc32)cc1F	-9%	-2%	-16%	0%	5%	?	5%[59 µM]	5%	-7
COc1ccc(OC)c(NS(=O)(=O)c2ccc(-c3cc(C)no3)s2)c1	-28%	20%	-23%	-1%	-18%	?	-9%[59 µM]	-11%	-3
CCOc1cccc(C(=O)Nc2nnc(-c3ccco3)s2)c1	-16%	-1%	8%	3%	-6%	?	56µM*	53%[activator]	1
Cc1ccc(OCc2nnc(SCC(=O)N3c4ccccc4Sc4ccc(Cl)cc43)o2)cc1	-26%	5%	7%	3%	-15%	2%	?	-3%	6
O=c1[nH][nH]c(=O)c2c1[nH]c(=S)n2Cc1ccccc1	?	-7%	-8%	-2%	4%	nt	nt	17%[57 µM]	3

Some entries already given, limited to 12-LOX inh and JMJD2A Tudor inh.
SMILES | 12-LOX inh | JMJD2A Tudor inh
CCOc1cccc(C(=O)Nc2nnc(-c3ccco3)s2)c1 | 8% | -16%
Cc1ccc(OCc2nnc(SCC(=O)N3c4ccccc4Sc4ccc(Cl)cc43)o2)cc1 | 7% | -26%

Continuation:
SMILES	JMJD2A Tudor inh	GLS inh	12-LOX inh	ERG Ets-DNA blk	RGS4 inhibitor	BAZ2B block	G9a block	HP1b binding inh	PI4K2A inh
O=C(Nc1ccc(N=Nc2ccccc2)c(NC(=O)C2CCCO2)c1)C1CCCO1 (stereo not drawn)	35µM*	-20%	-14%	-11%	-41%	28µM*	?	?	6
CNS(=O)(=O)c1ccc(N2CCCC2=O)c([N+](=O)[O-])c1	?	-5%	2%	-8%	8%	-2%	?	3%	2
O=C(COC(=O)c1ccc2ncsc2c1)Nc1ccccc1Cl	-6%	0%	329%[activator]	-9%	1%	nt	nt	40%[activator]	-2
CCn1c(-c2ccc(F)cc2)n[nH]c1=S	5µM*	-3%	?	-8%	-32%	10%	?	25%	-3
COCCCNC(=S)NNC(=O)c1csc(C)n1	-32%	-3%	111%[activator]	-1%	-15%	79µM*	23%	64%[activator]	1
CCOC(=O)c1nnn(-c2nonc2-c2ccccc2)c1C	18%	-11%	51%[activator]	0%	-17%	6%	?	61%[activator]	1
CCCN1CNc2c(c(=O)[nH]c(=S)n2CCc2ccccc2)C1	1%	7%	-2%	10%	16%	3%	-1%	27%	-2
O=C1CCCN2N=C(SCC(=O)Nc3cccc(Cl)c3)SC2=N1	-2%	-13%	-5%	5%	16%	-3%	39%	-10%	-5
COc1ccc(NC2CCCN(C(=O)COc3ccc(C)cc3)C2)cc1 (stereo not drawn)	?	13%	0%	9%	-43%	?	16µM*	-28%	-3
Cc1cccc(NC(=O)CN2C(=O)N/C(=C/c3ccc(-c4cccc(C(=O)O)c4C)o3)C2=O)c1	-1%	5%	?	-14%	19%	?	?	34%	-5
CC(NC(=O)CCl)c1ccccc1Br (stereo not drawn)	-15%	14%	-23%	0%	26%	-29%	-9%[12.7 µM]	39%[activator]	4
CC(C)CC1(C(=O)NCc2ccccn2)C=CCN1C(=O)c1ccccc1 (stereo not drawn)	-2%	-5%	-2%	0%	-6%	-2%	-9%	44%[activator]	0
O=C1C=C(Nc2ccccc2)CC(c2ccccc2)C1 (stereo not drawn)	-3%	-13%	-22%	0%	7%	-1%	-14%	22%	2
CC(C)CNC(=O)[C@H](Cc1ccccc1)NC(=O)c1cccs1	7%	?	2%	0%	6%	-1%	17%	51%[activator]	-3
COc1ccc(-c2cc(C(=O)OCC(=O)c3cccc(OC)c3)c3cccc(Cl)c3n2)cc1	15%	-1%	-21%	-1%	-2%	22%	26%[59 µM]	59%[activator]	-2
CC(C)c1cc(C(N)=O)c(NC(=O)c2cccc(COc3ccc(Cl)cc3)c2)s1	-2%	-15%	24%	4%	-44%	-4%	7%[2.33 µM]	41%[activator]	-1
S=C(NC1CC2CCC1C2)N1CCN(c2cccc(Cl)c2)CC1 (stereo not drawn)	-9%	-1%	?	-4%	-18%	-8%	35%	32%	-2
COc1ccccc1-c1cc(C(=O)NCCc2ccccc2)no1	?	-1%&3%	-17%&0%	0%&3%	-17%	3%&3%	9%&36%[59 µM]	31%&3%	0&-3
Cc1cccc(-n2c(SCC(=O)N3CCC(C(=O)O)CC3)nc3ccccc3c2=O)c1C	-4%	14%	4%	6%	18%	6%	8%	22%	12
O=C(COC(=O)c1c[nH]c2ccccc12)Nc1cccc(F)c1	-7%	-2%	17%	16%	25%	-5%	-9%[12.7 µM]	3%	-7
COC(=O)/C=C1/SC(=NC(=O)c2ccccc2)NC1=O	?	-8%	-6%	-3%	-43%	-35%	22µM*	15%	0
COc1cccc(N=Cc2c[nH][nH]c2=O)c1	56µM*	20%	0%	0%	?	-9%	nt	-11%	3
CC1CCCN(C(=O)Cn2ncc3c([nH]c4ccccc43)c2=O)C1 (stereo not drawn)	-12%	0%	?	-5%	-6%	3%	-4%[59 µM]	22%	-6

Assay outcomes (PubChem BioAssay)
